UPR CHOP act – apoptotic UPR (CHOP) activation | actives 0.34% (n = 330,000) | activation, % at 10 µM | CHO-CHOP luciferase reporter, luminescence; percent of tunicamycin response over DMSO baseline;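 active = at 10 µM dose, activation of 40% or more, normalized to positive control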;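 also: 100% = tunicamycin at 10 µg/mL and 0% = DMSO alone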
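Dosing – one dose, 10 µM in 0.5% DMSO · System – CHO-CHOP cells, stable luciferase reporter of PERK-eIF2a-CHOP signalling · Input – 500 cells/well · Control set – tunicamycin 10 µg/mL final as positive, DMSO-only wells as negative · Timing – 6 h compound treatment, 37 °C · Measure – % activation vs tunicamycin · Technique – luminescence read with Steady-Glo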
APJ agonist – APJ receptor agonism. actives 0.11% (n = 330,000). CHO-K1 APJ PathHunter beta-arrestin, luminescence; 0% DMSO wells, 100% apelin. activation, % at 20 µM. P35414;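 active = activation more than six SD over the plate average, tested at 20 µM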;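 also: 0% = DMSO alone and 100% = apelin-13 at 10 nM; some results filed as inactive read as strong as hits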
Target sequence (P35414 whole entry, looked up): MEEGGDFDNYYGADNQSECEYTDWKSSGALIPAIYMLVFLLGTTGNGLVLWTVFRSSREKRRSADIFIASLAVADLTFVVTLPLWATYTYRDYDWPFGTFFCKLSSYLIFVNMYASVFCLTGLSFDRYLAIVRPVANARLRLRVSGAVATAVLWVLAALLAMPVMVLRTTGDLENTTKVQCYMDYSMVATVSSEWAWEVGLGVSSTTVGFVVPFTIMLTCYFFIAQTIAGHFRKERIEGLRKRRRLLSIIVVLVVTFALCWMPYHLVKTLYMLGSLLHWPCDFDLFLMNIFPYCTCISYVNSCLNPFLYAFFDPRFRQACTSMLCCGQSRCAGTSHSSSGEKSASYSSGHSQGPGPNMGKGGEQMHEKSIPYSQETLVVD
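Test system: CHO-K1 APJ beta-arrestin complementation cell line | Compound: Single test compound dose, 20 µM final, 1% DMSO | Incubation: Compound 90 min 25 °C, reagent 1 h | Measured by: beta-gal luminescence | Read-out basis: APJ–arrestin association signal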
tim23-1 inh – inhibits growth of tim23-1 mutant yeast; S. cerevisiae tim23-1 growth, BacTiter-Glo luminescence, 24 h; inhibition, % at 20 µM; actives 1.3% (n = 330,000); AID 463212;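 active = growth inhibition of the mutant yeast at or above 50%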;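 also: temperature-sensitive mutant grown at 25 °C; plate controls were DMSO-treated mutant yeast for no effect and medium wells lacking yeast for full effect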
TIM10 inh – inhibits growth of TIM10 yeast strain; S. cerevisiae TIM10 strain growth, BacTiter-Glo luminescence, 24 h; inhibition, % at 10 µM; actives 1.4% (n = 330,000); AID 463195;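 active = inhibition of 40% or more at the single tested concentration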;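 also: wild-type TIM10 isogenic control strain grown at permissive 25 °C; 0% = DMSO yeast wells and 100% = minimal medium wells without yeast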
Mdm2-MdmX inh – human Mdm2/MdmX binding inhibition; actives 3% (n = 330,000); inhibition, % at 8 µM; O15151+Q00987; SaOS-2 split-luciferase Mdm2/MdmX complementation, luminescence;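 active = inhibition of at least 50% at 8 µM in the primary screen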
UPR XBP1 act – activators of adaptive arm of unfolded protein response (XBP1). CHO-XBP1 luciferase reporter, IRE1-XBP1 UPR activation, luminescence; percent of tunicamycin response, DMSO as zero. activation, % at 20 µM. actives 0.33% (n = 330,000);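 active = versus positive control, 20 µM dose yields 30% or more activation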;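 also: 100% = tunicamycin at 10 µg/mL and 0% = DMSO only wells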
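Material: CHO cell line with stable XBP1 luciferase reporter; buffer or medium: F12 medium containing 10% fetal bovine serum; compound: single point, 20 µM final compound, 1% DMSO; incubation: 6 h treatment, 37 °C; measured by: glow luminescence from Steady-Glo reagent; evaluation: activation, % of tunicamycin; control set: tunicamycin high, DMSO low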
tim10-1 inh – inhibits growth of tim10-1 mutant yeast | S. cerevisiae tim10-1 ts strain growth, BacTiter-Glo, 24 h | inhibition, % at 20 µM | actives 2.2% (n = 330,000) | AID 463190;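 active = inhibition of at least 40%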;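 also: mutant grown at 25 °C; 0% = DMSO wells with yeast and 100% = wells holding no yeast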
GRIN3A LBD mod – NR3A (human) ligand-binding domain modulation; actives 2.5% (n = 340,000); NR3A LBD differential scanning fluorimetry, Tm shift; 0% = protein alone, 100% = glycine-bound protein; AID 1259313; Tm shift relative to glycine control, % at 25 µM;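 active = melting temperature shift of at least 10% of the positive control shift, at one fixed dose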
NALP3 yeast inh – blocks the NALP3 inflammasome reconstituted in yeast. Yeast reconstituted NLRP3/ASC/caspase-1, beta-gal luminescence, 24 h. inhibition, % at 10 µM. actives 0.39% (n = 330,000). AID 2825;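 active = inhibition of 50% or more; inactive = inhibition below 50%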;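 also: plate controls were induced DMSO wells for no effect and uninduced yeast grown without galactose for full effect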
* hit, by the source's call.

SMILES | UPR CHOP act | APJ agonist | tim23-1 inh | TIM10 inh | Mdm2-MdmX inh | UPR XBP1 act | tim10-1 inh | GRIN3A LBD mod | NALP3 yeast inh
CCOc1ccc(S(=O)(=O)N2CCC(C(=O)NCc3ccco3)CC2)cc1 | 0.7 | -9 | -1 | -5 | 15 | -2 | 2 | -3 | 8
CC1Cc2nc(SCC(=O)Nc3nccs3)n(Cc3ccccc3)c(=O)c2S1 (stereo not drawn) | 4.3 | 0 | -31 | -9 | 4 | -2 | -50 | -2 | 22
CCOC(=O)NC(=O)/C(C#N)=C\NNc1ncc(C(F)(F)F)cc1Cl | -1.3 | -2 | 5 | 4 | 23 | -1 | 17 | -3 | 1
O=C(Cc1cccc(NC(=O)C2CCCN(C(=O)C3CCC3)C2)c1)Nc1cccc(C(=O)N2CCCC2)c1 (stereo not drawn) | 1.2 | -4 | 9 | 0 | 14 | 0 | -8 | 2 | -1
Cc1ccc(S(=O)(=O)NC(C)C(=O)Nc2ccc(C(N)=O)cc2)cc1 (stereo not drawn) | 0.8 | 0 | -7 | 9 | -21 | -1 | 7 | -1 | 7
S=C(NN=C1C2CC3CC(C2)CC1C3)Nc1ccccc1 | 3.6 | -10 | 48 | 51* | -10 | -4 | 60* | 1 | -1
CCCCn1c(=O)n(Cc2cccc(F)c2)c(=O)c2c1ncn2Cc1ccco1 | 1.9 | -2 | 45 | 19 | 16 | -5 | 17 | -2 | 10
CC1CCN(C(=O)c2cc(-c3ccccc3O)on2)CC1 | 2.2 | -1 | 47 | 2 | -226 | 3 | 35 | -1 | 17
COc1cc(S(=O)(=O)NC2CCCC2)ccc1-n1cnnn1 | -1.8 | 1 | 3 | 7 | -18 | -3 | -11 | -1 | 13
COc1ccc(-c2ccc(Nc3ccc(S(=O)(=O)N4CCCC4)cc3)nn2)cc1OC | 3.9 | 3 | 6 | 8 | 57* | 12 | 6 | 18* | 7
CC(OC(=O)CCCN=C1NS(=O)(=O)c2ccccc21)C(=O)Nc1ccc(F)cc1Cl (stereo not drawn) | 0.4 | 5 | 2 | -6 | -16 | 0 | -15 | 0 | -14
CCNC(=O)c1cc(S(=O)(=O)N2CCSCC2)ccc1OC | -0.6 | -2 | 9 | -3 | 6 | 4 | -7 | 0 | 11
Cc1cc(NC(=O)CCC(=O)N(c2ccccc2)C(C(=O)NCC2CCCO2)c2cccnc2)no1 (stereo not drawn) | 0.0 | -3 | 12 | 12 | 18 | 0 | -1 | 1 | 8
COc1ccc(C2(C(=O)Nc3ccc(S(=O)(=O)Nc4nc(C)cc(C)n4)cc3)CCCC2)cc1OC | 4.4 | 3 | 18 | 10 | 11 | 0 | -4 | -2 | 16
CC(=O)Nc1ccc(S(=O)(=O)NNC(=S)NCc2ccco2)cc1 | -2.4 | 0 | -11 | -3 | 30 | -3 | 7 | 2 | 12

Quoted at random: 4 records from the list, in no set order.
SMILES | UPR CHOP act | APJ agonist | tim23-1 inh | TIM10 inh | Mdm2-MdmX inh | UPR XBP1 act | tim10-1 inh | GRIN3A LBD mod | NALP3 yeast inh
S=C(NN=C1C2CC3CC(C2)CC1C3)Nc1ccccc1 | 3.6 | -10 | 48 | 51* | -10 | -4 | 60* | 1 | -1
O=C(Cc1cccc(NC(=O)C2CCCN(C(=O)C3CCC3)C2)c1)Nc1cccc(C(=O)N2CCCC2)c1 (stereo not drawn) | 1.2 | -4 | 9 | 0 | 14 | 0 | -8 | 2 | -1
CC1CCN(C(=O)c2cc(-c3ccccc3O)on2)CC1 | 2.2 | -1 | 47 | 2 | -226 | 3 | 35 | -1 | 17
COc1ccc(-c2ccc(Nc3ccc(S(=O)(=O)N4CCCC4)cc3)nn2)cc1OC | 3.9 | 3 | 6 | 8 | 57* | 12 | 6 | 18* | 7

Next section:
SMILES | UPR CHOP act | APJ agonist | tim23-1 inh | TIM10 inh | Mdm2-MdmX inh | UPR XBP1 act | tim10-1 inh | GRIN3A LBD mod | NALP3 yeast inh
COc1cc(CCCN2C(=S)NC[C@@H]2CCCCN)cc(OC)c1OC | -0.9 | 0 | 11 | 6 | 8 | 0 | -5 | -1 | 20
O=C(COC(=O)CN1C(=O)COc2ccccc21)NC1CCCCC1 | -0.1 | 5 | 16 | -2 | 7 | 3 | 3 | -1 | -2
COc1ccccc1C(CNC(=O)c1ccc(S(=O)(=O)NCc2ccco2)cc1)N(C)C (stereo not drawn) | 0.7 | -1 | 4 | 6 | -9 | -2 | 9 | -5 | 2
COc1ccccc1C(=O)Nc1nnc(-c2ccc(F)cc2)o1 | 2.0 | 1 | 20 | 15 | -9 | 0 | 14 | 0 | 24
CC1CCN(c2c(NCC3CCC(C(=O)N4CCCC(C)C4)CC3)c(=O)c2=O)CC1 (stereo not drawn) | 0.8 | -1 | 3 | -3 | 20 | -2 | 0 | 3 | -3
COc1ccc(NS(=O)(=O)c2cc(NC(=O)C3CCCO3)ccc2N2CCCC2)cc1 (stereo not drawn) | -1.9 | 0 | 19 | 20 | 17 | -3 | 13 | -1 | 2
COc1cccc(C(=O)Nc2ccccc2N2CCOCC2)c1 | -0.2 | -3 | 17 | -8 | 7 | 3 | 26 | 0 | 8
O=C1CSC(c2cccc(O)c2)N1Cc1ccccc1 (stereo not drawn) | -0.1 | -5 | 33 | 25 | 12 | 0 | 10 | 0 | -15
Cc1ccc(Cc2nnc(SCC(=O)Nc3c(C)cccc3C)[nH]c2=O)cc1 | 0.2 | 8 | 6 | 7 | -9 | 3 | -2 | 1 | 12
Cc1nc2ccc(NC(=O)c3cccc(S(=O)(=O)N4CCOCC4)c3)cc2s1 | 1.1 | 0 | 24 | 11 | 30 | -2 | 16 | -7 | 4
Cc1ccc2c(CN3CCN(C(=O)c4ccco4)CC3)cc(=O)oc2c1C | -1.5 | -2 | 10 | -4 | 13 | 0 | 15 | 0 | 11
COc1ccc(NC(C)=O)cc1NC(=O)C1CCN(C(=O)Nc2ccccc2)CC1 | 1.7 | -3 | 13 | 11 | 16 | 0 | 4 | 3 | 17
CCOC(=O)CN(C(=O)CSc1nnc(CNc2ccc(C)cc2C)o1)c1ccccc1 | -2.2 | -2 | 37 | 21 | 2 | 0 | 32 | 0 | 7
CN(C)S(=O)(=O)c1cccc(NC(=O)C2CCN(S(=O)(=O)c3cccs3)CC2)c1 | -2.1 | 0 | 6 | -8 | -3 | -3 | -4 | -1 | -11
CC(NC(=O)OCc1ccccc1)C(=O)OCN1C(=O)c2ccccc2C1=O (stereo not drawn) | 18 | -7 | 2 | -5 | -3 | -2 | -1 | -4 | 6
O=C(/C=C/c1ccc(S(=O)(=O)NCc2ccco2)cc1)NCc1ccccc1Cl | -3.1 | 0 | -4 | -10 | 35 | 0 | 14 | -3 | 11
COc1cc(C(=O)NCCOc2cccc3cccnc23)cc(OC)c1OC | -0.8 | -3 | 6 | -18 | 38 | 1 | 8 | 1 | -2
COc1cc(C)c(S(=O)(=O)N2CCN=C2c2ccccc2)cc1C | -2.5 | 0 | 15 | 10 | 8 | -3 | 13 | -2 | 4
Cc1cccc(-n2ncc(C#N)c2-n2cccc2)c1 | -2.4 | -3 | 18 | -21 | 18 | -3 | 15 | -2 | -54
Cc1cc(NS(=O)(=O)Cc2ccccc2)no1 | -0.3 | 4 | -4 | -3 | -12 | -1 | 8 | 1 | 3
O=[N+]([O-])c1cnc(N2CCCCC2)c([N+](=O)[O-])c1 | 0.8 | -1 | 11 | 16 | 10 | -1 | 16 | 2 | -10
Cc1ccc(CS(=O)(=O)Cc2ccc(C(=O)NC3CCCCCC3)o2)cc1 | -1.2 | -3 | 4 | -3 | 17 | -4 | 11 | 4 | 4
COc1cc2c(cc1OC)C(COc1cc(C)cc(C)c1)N(C(C)=O)CC2 (stereo not drawn) | -0.7 | -1 | 11 | 7 | 4 | 3 | 37 | -3 | 4
CC(=O)c1cc(C#N)c(Oc2ccc(F)cc2)nc1C | -4.8 | 0 | -18 | -29 | 7 | -4 | -29 | 0 | 4
Nc1c(NCc2ccccc2)c2ccccc2oc1=O | 0.2 | -5 | -19 | -3 | 18 | 2 | -5 | 0 | 13
Cc1cc(S(=O)(=O)NCCc2ccccc2)c(C)s1 | -2.4 | -4 | 21 | 4 | 6 | 2 | 13 | -1 | 13
O=c1cccccc1NCc1ccccc1 | 0.8 | 0 | 29 | 5 | 3 | -2 | 14 | 3 | 9
Nc1nc(COC(=O)CCC(=O)c2ccc(Cl)cc2)nc(Nc2ccccc2)n1 | 0.2 | 2 | 7 | 10 | -10 | 2 | 2 | -1 | -7
CCc1cccc(NC(=O)Cn2cccc2)c1 | -0.6 | -1 | 10 | -2 | -6 | 0 | -10 | -1 | 19
Nn1c(=O)c2ccccc2n2c(SCc3ccc(C(F)(F)F)cc3)nnc12 | -0.7 | -6 | 27 | 12 | 44 | 0 | 29 | 2 | 14
CC(C)Oc1ccc(C(=O)NC2CCSc3ccccc32)cc1 (stereo not drawn) | 1.0 | 8 | 13 | 12 | -13 | -6 | 2 | 2 | 22
O=C1N=c2ccccc2=C1c1sc(Nc2cccc(O)c2)nc1O | 5.8 | -4 | 15 | 12 | 12 | 2 | 20 | 25* | 14
CCn1c(=O)c(C(=O)CN(C)CC(=O)Nc2ccccc2Br)c(N)n(Cc2ccccc2)c1=O | 0.3 | 7 | 20 | 18 | 15 | -1 | 23 | -4 | 13
O=C(COC(=O)c1ccccc1)Nc1cccc(S(=O)(=O)N2CCOCC2)c1 | -2.4 | -1 | 4 | 12 | 16 | 1 | 17 | -3 | 3
Cc1nc(-c2cccc(NS(C)(=O)=O)c2)cs1 | -1.3 | -2 | 7 | -2 | 11 | -1 | 4 | 1 | 13
Cc1ccc(S(=O)(=O)NCC2CCC(C(=O)NCc3cccnc3)CC2)cc1 (stereo not drawn) | 4.1 | -1 | -10 | -21 | 5 | 0 | -15 | 0 | -1
COC(=O)Nc1ccc(OC)c(OC)c1 | 0.3 | -3 | 2 | -11 | 22 | -2 | -5 | 1 | 5
O=C(CSCc1cccc(F)c1)NCc1ccccc1 | 6.6 | 2 | 16 | 3 | -22 | 3 | 15 | -1 | 15
O=C(CC(c1ccc(F)cc1)c1ccco1)Nc1nccs1 (stereo not drawn) | -0.8 | 1 | 10 | 31 | 10 | -1 | 38 | 0 | -67
CC(=O)c1ccc(NC(=O)Oc2ccccc2)cc1 | -0.6 | 6 | 11 | -15 | -9 | -4 | 11 | 8 | 12
Cc1ccc(S(=O)(=O)NNC(=O)c2cnn(-c3ccccc3)c2C(F)(F)F)cc1 | 3.2 | -1 | 4 | 8 | -2 | -1 | 4 | -1 | 3
CCCc1ccc(-c2cc(C(=O)N/N=C/c3ccc([N+](=O)[O-])o3)c3ccccc3n2)cc1 | 2.6 | 3 | 46 | 31 | 22 | 0 | 44* | 1 | 21
Cc1ccc(/C=C/S(=O)(=O)NCc2ccc(F)cc2)cc1 | 1.7 | -1 | 5 | 16 | -14 | 0 | -1 | -2 | 2
Cc1cccc(N2CCN(C(=O)c3ccccn3)CC2C)c1 (stereo not drawn) | -0.6 | 1 | 23 | 8 | 2 | 0 | 6 | 0 | 11

Assay outcomes as filed in PubChem.
